Source: PubChem BioAssay
ADAM17 inh = inhibitors of human ADAM17; P78536; recombinant ADAM17, EDANS/DABCYL FRET peptide cleavage; inhibition, % at 6.95 µM; 370,000 tested, 0.83% active;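 active means inhibition above the mean of compounds lying between control limits plus 3 SD, set per campaign, cut at about 8.5% in these data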;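 further: 0% = DMSO-only wells as the low control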
PLC-gamma1 inh = PLC-gamma1 (human) inhibition, primary screen; purified PLC-gamma1, fluorogenic substrate, fluorescence; inhibition, % at 12.2 µM; 370,000 tested, 0.84% active; P19174; AID 720700; in the data active means inhibition above about 9.5%
LEDGF integ inh = blocks HIV-1 LEDGF/p75-dependent DNA integration; TR-FRET IN-LEDGF/p75 DNA integration, Eu/Cy5; inhibition, % at 3.7 µM; 370,000 tested, 0.64% active;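 active means inhibition above the screen-wide mean plus 3 SD, cut at about 13% in these data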;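 further: signal is the Cy5 over europium emission ratio at 671 and 618 nm; 0% = plate median of compound wells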
TDP2 inh = blocks human TDP2 phosphodiesterase activity; O95551; recombinant TDP2, T5PNP hydrolysis, p-nitrophenol absorbance 415 nm; inhibition, % at 12.8 µM; 370,000 tested, 0.34% active; AID 720702;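 active means inhibition above the mean of all tested compounds plus 3 SD, set per campaign, cut at about 25% in these data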;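 further: 0% = DMSO with enzyme and 100% = buffer with substrate but no TDP2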
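Incubation: 2 h at 37 °C; Test system: recombinant human TDP2; Quantity: enzyme 120 nM; Read-out basis: percent inhibition; Medium: 50 mM Tris-HCl pH 7.5 with Mg2+, KCl, DTT, BSA; Repeats: single replicate; Compound: 12.8 µM single point, 1% DMSO; Signal: epi absorbance; Reagent: 5 mM T5PNP chromogenic substrate; Benchmarks: no-enzyme high, DMSO-plus-enzyme low.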
ARFGAP1 inhibitor = inhibits rat ARF GTPase activating protein 1 | 360,000 tested, 0.26% active | AID 651572 | Arfgap1-stimulated ARF1 GTP hydrolysis, GDP FP detection | inhibition, % at 16.5 µM | Q62848;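 active means inhibition above a per-plate limit, mean inhibition of low control wells plus 3 SD, cut at about 25% in these data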;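 further: 0% = DMSO wells with enzyme and 100% = wells lacking Arfgap1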
Target sequence (Q62848 1-136 limits assumed): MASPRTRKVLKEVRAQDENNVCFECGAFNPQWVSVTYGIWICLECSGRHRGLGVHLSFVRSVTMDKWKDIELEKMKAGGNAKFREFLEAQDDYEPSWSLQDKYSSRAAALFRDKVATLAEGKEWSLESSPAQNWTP
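System: truncated rat Arfgap1 GAP domain / Benchmarks: high control wells lacking Arfgap1, low control full reaction with DMSO / Times: compound-enzyme preincubation 20 min, reaction 120 min, detection 60 min, 25 °C / Repeats: one replicate per compound / Also added: human ARF1(Δ1-17)-GTP substrate / Measured by: Tracer-displacement fluorescence polarization with EDTA stop, 620/688 nm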
ADAM10 inh = inhibits human ADAM10; O14672; recombinant ADAM10, EDANS/DABCYL FRET peptide cleavage, 3 h; inhibition, % at 7 µM; 370,000 tested, 0.62% active; AID 720582;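 active means inhibition above a per-campaign cutoff equal to the mean of compounds falling between control-based bounds plus 3 SD, cut at about 20% in these data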;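 further: 0% = DMSO wells while the 100% control is not disclosed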
DDE Tn7 FP inh = DD(E)-Tn7 binding inhibition, primary FP screen; P02675; FP displacement of FITC-Tn7 peptide from fibrin DD(E); 0% = median of compound wells per plate; inhibition, % at 8.3 µM; 370,000 tested, 0.13% active; AID 720508;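 active means inhibition above the mean of compounds falling within the control limits plus 3 SD of them, cut at about 14% in these data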;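 further: 0% = plate median of compound wells and 100% = 10 µM Aha-Tn7 peptide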
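Measure: % inhibition scaled between sample-field median and high-control FP; Test system: human fibrin DD(E); Quantity: 2 µM final DD(E) protein; Doses: one dose, 8.3 µM nominal; Schedule: compound with protein 10 min, then 3 h after probe, room temperature; Detection: fluorescence polarization; Medium: Tris buffer with calcium and detergent, pH 7.8.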
KLK7 zymogen act = activates the human kallikrein-7 zymogen | activation, % at 7 µM | 370,000 tested, 0.9% active | purified proKLK7, EDANS-DABCYL substrate fluorescence; 100% is mature enzyme control, 0% vehicle;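 active means activation above the mean of all tested compounds plus 3 SD, computed per campaign excluding outliers beyond control limits, cut at about 13% in these data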
Target sequence (P49862 whole entry, looked up): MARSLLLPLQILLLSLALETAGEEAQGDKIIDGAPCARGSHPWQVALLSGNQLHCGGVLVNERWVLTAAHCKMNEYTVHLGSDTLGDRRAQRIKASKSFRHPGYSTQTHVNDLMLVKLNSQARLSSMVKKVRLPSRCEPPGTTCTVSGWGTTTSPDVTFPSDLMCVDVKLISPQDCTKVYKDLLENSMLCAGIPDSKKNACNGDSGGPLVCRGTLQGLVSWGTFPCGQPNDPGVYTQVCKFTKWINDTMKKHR
DDE Tn6 FP inh = disrupts Tn6 cyclic peptide binding to fibrin D-Dimer-E complex | P02675 | Fibrin DD(E) TRITC-Tn6 fluorescence polarization displacement | inhibition, % at 8.3 µM | 370,000 tested, 0.21% active;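 active means inhibition above a per-campaign cutoff: mean of compounds within control limits plus 3 SD, cut at about 15% in these data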;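 further: 0% = median of all compound wells on the plate and 100% = blocking peptide control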
ASAP1 inh = ASAP1 ArfGAP inhibition; Q9ULH1; ASAP1-stimulated ARF1 GTP hydrolysis, GDP FP detection; inhibition, % at 16.5 µM; 360,000 tested, 0.19% active; AID 624377; in the data active means inhibition above about 25%;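 further: 0% = vehicle with enzyme and substrate and 100% = no enzyme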
Target sequence (Q9ULH1 325-724 limits assumed): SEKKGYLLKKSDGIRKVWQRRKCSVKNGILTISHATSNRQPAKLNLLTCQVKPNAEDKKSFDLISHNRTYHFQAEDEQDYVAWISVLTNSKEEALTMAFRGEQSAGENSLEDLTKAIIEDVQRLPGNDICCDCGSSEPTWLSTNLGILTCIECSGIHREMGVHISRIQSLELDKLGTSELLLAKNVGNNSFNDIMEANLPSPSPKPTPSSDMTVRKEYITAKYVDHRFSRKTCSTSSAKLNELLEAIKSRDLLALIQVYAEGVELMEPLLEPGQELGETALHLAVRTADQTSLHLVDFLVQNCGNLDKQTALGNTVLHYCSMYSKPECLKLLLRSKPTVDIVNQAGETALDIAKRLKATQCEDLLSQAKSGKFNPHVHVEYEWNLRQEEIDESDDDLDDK
* = called active by the depositor; i = inactive; · = no result given.

ASAP1 inh,TDP2 inh,ADAM10 inh,KLK7 zymogen act,DDE Tn7 FP inh,PLC-gamma1 inh,ADAM17 inh,LEDGF integ inh,DDE Tn6 FP inh,ARFGAP1 inhibitor,SMILES
6,0,-6,-0.2,3,-1,-4,-3,-8,0,CC(O)CSc1nc2c(c(=O)[nH]c(=O)n2C)n1CC(O)COc1ccccc1 (stereo not drawn)
-12,4,10,-1.5,-7,-2,1,-2,-1,-12,COc1ccc2nc3n(c(=O)c2c1)-c1cc2ccccc2cc1C(=O)NC3Cc1ccc(O)cc1 (stereo not drawn)
5,6,8,0.5,-1,3,-1,3,-2,-1,COc1cccc(-c2nn(-c3ccccc3)cc2CN(C)C(C)c2ccon2)c1 (stereo not drawn)
18,-19,19,0.6,0,-6,11*,6,-14,9,Cc1cc(N/N=C/c2ccccc2Cl)nc(NCc2ccccc2)n1
7,2,-1,-0.1,-3,-2,-5,-4,-5,9,COc1ccc(NC(=O)CSc2nccn2-c2cccc(OC)c2)cc1
1,-8,1,0.5,-3,2,-2,6,9,-8,Cc1c(C(=O)NCc2ccc(S(N)(=O)=O)cc2)oc2ccc(Cl)cc12
-1,4,-13,-1.9,9,-19,-4,-3,11,-7,C/C(=N/NC(=O)c1cccs1)c1ccc(N2CCOCC2)cc1
-2,1,9,0.5,13,-1,-4,0,5,2,CC(NS(=O)(=O)c1ccccc1)C1COc2ccccc2O1 (stereo not drawn)
2,-3,8,-0.5,0,4,-3,-3,-4,1,CCCCOC(=O)n1c(SCC(=O)N(C)C)nc2ccccc21
12,9,-5,-0.1,-1,-3,-3,2,-3,7,COc1ccccc1C(=O)NC(CCSC)C(=O)N1CCN(C(C)=O)CC1 (stereo not drawn)
2,-12,-15,-0.3,-1,-3,-12,-3,-13,26*,O=C(NCc1csc(-c2cccs2)n1)Nc1cccc(Cl)c1
8,3,-2,-0.3,-4,2,-2,6,5,-9,Cc1cccc(C(=O)NCCc2csc(C)n2)c1
1,-2,6,0.2,-2,-2,0,3,-1,5,Cc1cccc(-n2c(-c3csc(C)c3C)n[nH]c2=S)c1
2,-12,3,1.2,3,5,1,0,-8,7,CC(C)OC(=O)[C@@H](Cc1ccccc1)N[C@H](/C=C/c1ccccc1)[C@@H](O)Cc1ccccc1
2,14,-2,0.9,0,-2,0,-2,1,11,O=C(CCNC(=O)c1ccc(Br)cc1)Nc1ccccc1N1CCOCC1
·,4,-3,·,4,-4,-2,3,6,·,C[C@H]1[C@@H](NC(=O)c2cccc(C(F)(F)F)c2)CC[C@@]23CCCN2C(=O)CCC[C@@H]13
6,1,-8,1.2,4,0,-2,0,-3,6,Cc1occc(=O)c1O
-5,9,2,-0.3,4,-3,-3,-3,-6,-5,Cn1c(=O)[nH]c(=O)c2c1nc1n2CC(O)CN1c1ccccc1 (stereo not drawn)
-7,3,-5,-0.5,0,0,-1,5,-3,-11,O=C(Nc1cccc(Cl)c1)c1cc(S(=O)(=O)N2CCCCC2)c[nH]1
3,4,16,0.0,-5,-10,2,1,0,16,c1ccc(C(c2c[nH]c3ccccc23)c2c[nH]c3ccccc23)nc1
5,3,-8,-0.3,6,0,-7,-2,-4,3,CN[C@@H](CO)C(=O)NC[C@H]1O[C@@H](n2cnc3c(N)ncnc32)[C@H](O)[C@@H]1O
5,7,2,0.5,2,-1,-1,0,-5,13,COC(=O)[C@@H](NC(=O)NCc1ccccc1Cl)C(C)C
-7,-10,15,0.2,-6,4,3,7,-8,4,O=S(=O)(Nc1nc(SCc2ccc(Cl)cc2)n[nH]1)c1ccccc1
8,0,-3,0.1,1,2,-4,1,2,-4,CCOC(=O)N1CCN(C(=O)C2CCN(C(=O)c3ccc(C(C)(C)C)cc3)CC2)CC1
15,-9,-6,-0.1,-2,1,0,4,-8,3,O=C(CC1SC(N2CCOCC2)=NC1=O)Nc1ccc(Cl)cc1 (stereo not drawn)
0,1,2,0.0,8,0,-7,-3,-5,14,Cc1nn(CC(=O)N2CCN(C)CC2)c(=O)c2ccccc12
-8,-2,-1,0.3,2,-2,-4,1,-1,1,O=C(/C=C/c1ccccc1Cl)Nc1cccnc1
4,11,-8,0.1,-1,-1,0,-3,1,9,COc1ccc(CNC(=O)Nc2cccc(C(F)(F)F)c2)cc1OC
-8,3,0,-0.2,8,-9,-1,-2,1,-10,CC(C)CNC(=O)NC(=O)COc1c(F)c(F)cc(F)c1F
2,3,0,-0.4,8,-1,-4,-6,0,7,Cc1c(C=O)c2cc(OCc3ccccc3)ccc2n1C
3,-12,7,0.8,12,6,4,2,2,-8,CC1CCCC(NC(=O)CCCCCn2c(=S)[nH]c3ccsc3c2=O)C1C (stereo not drawn)
-7,-18,0,-0.1,5,0,-3,-3,4,-9,CCOc1ccc(/C=C2\NC(=S)NC2=O)cc1
5,2,-5,-0.2,4,3,-5,1,9,-13,CCN(CC)CCn1c2c(c(SCC(=O)Nc3nccs3)nc1=O)CCCC2
-9,5,3,0.3,-2,0,3,2,-3,11,COc1ccc(OC)c(NC(=O)CCOc2cccc(C)c2)c1
11,7,-5,0.1,5,2,-2,-1,4,7,COc1cc(OC)cc(C(=O)NNC(=O)CCC2CCCC2)c1
-14,9,3,0.8,3,0,0,6,8,-4,CCOC(=O)C1(Cc2ccc(OC)cc2)CCN(C(=O)c2cc(C)on2)CC1
-10,-12,i,-6.9,0,i,i,2,0,0,Cc1cc(C)cc(Cn2c3ccc(NC(=O)NCCc4cccs4)cc3c(=O)n2C)c1
9,-5,-2,0.6,-5,1,0,-3,7,5,COc1cc(NC(=O)C2CCCO2)c(OC)cc1NC(=O)c1ccccc1 (stereo not drawn)
7,12,1,0.7,4,0,0,-1,9,4,O=C(NC(=S)Nc1cccnc1)c1cccc(Br)c1
-9,-1,-1,-0.6,1,-4,-2,-3,-1,-9,CC(C)(C)NC(=S)NNC(=O)c1ccncc1
·,7,-9,-0.2,3,2,-6,1,-3,·,Cc1ccc(CN2CCCCC(NC(=O)Cc3cccs3)C2=O)cc1 (stereo not drawn)
10,-3,-5,0.1,-5,0,-2,-1,-3,21,CC(C)=CCC[C@H](C)C[C@@H]1Cc2[nH][nH]c(=O)c2[C@@H](c2ccc(F)cc2)O1
8,-16,0,0.7,9,3,5,2,-11,6,CN(C(=S)Nc1ccc(SC(F)F)cc1)C(c1ccccc1)c1ccccc1
·,-10,-8,0.0,-6,0,0,-3,-2,·,CCOC(=O)N1C(=O)C[C@](Sc2ccc(OC)cc2)(C(=O)N2CCN(C(C)=O)CC2)[C@H]1c1ccc(OC)cc1
8,7,11,-0.1,0,0,-2,-1,-2,16,COc1ccc(/C=N/n2c(-c3ccco3)nc3ccccc3c2=O)cc1
1,-3,5,-0.3,6,-4,-4,-1,4,-8,Cc1cc(C)c(C#N)c(SC2CCCCC2=O)n1 (stereo not drawn)
-2,3,4,0.5,1,2,0,-2,3,4,O=C(Cc1sc(-c2ccccc2)nc1-c1ccccc1)Nc1ccc(Cl)cc1
14,9,5,0.5,-1,4,-4,3,3,4,CCOC(=O)C1CCCN(Cc2ccc(OCc3ccccc3)c(OC)c2)C1 (stereo not drawn)
-5,2,-9,0.3,-2,1,-4,2,-1,3,Nc1nc(CSc2nc3ccccc3[nH]2)nc(N2CCOCC2)n1
-2,12,-1,-0.9,7,-2,-2,1,3,1,O=C(Cc1ncc(C(F)(F)F)cc1Cl)NCCc1ccccc1
-7,3,7,0.2,1,0,-2,-1,-5,-9,CCOC(=O)/C=C/c1ccc2c(c1)S(=O)(=O)N(Cc1ccc(OC)cc1)[C@H]2CC(=O)OCC
-8,-11,-9,-0.2,-2,7,-5,8,4,11,CCOC(=O)c1cc(C#N)c(SC(C)C(=O)NC2CCCCC2)nc1C (stereo not drawn)
-9,13,0,-0.4,3,-5,1,0,-1,-7,Cc1ccc(N(C(=O)c2ccccn2)C(C(=O)NC2CCCCC2)c2ccncc2)cc1 (stereo not drawn)
7,-6,6,0.3,-2,1,0,3,-6,3,O=C(c1ccc(Cl)cc1)c1c[nH]cc1-c1ccccc1
4,4,-8,-0.9,1,-3,-6,-2,-1,-3,CCOC(=O)c1c(C)[nH]c2ccc(O)cc12
11,-7,-4,0.9,-6,-2,-2,-2,-2,2,CC1CCCCN1CCNC(=O)C1CCCN(S(=O)(=O)c2cccc3nsnc23)C1 (stereo not drawn)
-3,0,-9,0.1,0,3,-3,-4,0,1,O=C(O)CSc1ncccc1C(=O)O
1,-2,1,0.2,4,-6,-3,-1,-1,4,CC(C)(C)C(=O)N1CCc2cc(-c3csc(N)n3)ccc21
-12,7,-5,0.2,-5,0,-3,0,7,5,COc1cccc(NC(=O)CSc2nnc(CN3CCOCC3)n2C)c1
5,4,14,0.3,5,-6,3,2,-2,0,COc1ccc(/C=N/NC(=S)Nc2ccccc2[N+](=O)[O-])cc1O

ARFGAP1 inhibitor, entries above that show a hit.
ASAP1 inh,TDP2 inh,ADAM10 inh,KLK7 zymogen act,DDE Tn7 FP inh,PLC-gamma1 inh,ADAM17 inh,LEDGF integ inh,DDE Tn6 FP inh,ARFGAP1 inhibitor,SMILES
2,-12,-15,-0.3,-1,-3,-12,-3,-13,26*,O=C(NCc1csc(-c2cccs2)n1)Nc1cccc(Cl)c1

By substructure: the entries above with bromine.
ASAP1 inh,TDP2 inh,ADAM10 inh,KLK7 zymogen act,DDE Tn7 FP inh,PLC-gamma1 inh,ADAM17 inh,LEDGF integ inh,DDE Tn6 FP inh,ARFGAP1 inhibitor,SMILES
2,14,-2,0.9,0,-2,0,-2,1,11,O=C(CCNC(=O)c1ccc(Br)cc1)Nc1ccccc1N1CCOCC1
7,12,1,0.7,4,0,0,-1,9,4,O=C(NC(=S)Nc1cccnc1)c1cccc(Br)c1

The results go on.
ASAP1 inh,TDP2 inh,ADAM10 inh,KLK7 zymogen act,DDE Tn7 FP inh,PLC-gamma1 inh,ADAM17 inh,LEDGF integ inh,DDE Tn6 FP inh,ARFGAP1 inhibitor,SMILES
1,-1,-7,0.1,3,0,1,-3,2,6,Clc1ccc(Cl)c(-c2nn3c(COc4ccccc4)nnc3s2)c1
14,8,-5,0.5,0,1,-3,-2,8,2,O=C(NCCCc1ccc(F)cc1)C1CCC(=O)N(CCN2CCOCC2)C1 (stereo not drawn)
-6,-1,-1,0.0,-3,2,3,1,10,10,Cc1ccc(S(=O)(=O)NCc2ccccc2)cc1C(=O)N1CCCCC1
4,0,-1,-0.2,6,2,-3,-3,3,5,N#CCC(=O)N/N=C/c1cn(Cc2ccccc2C#N)c2ccccc12
-8,2,3,-0.1,1,4,0,2,-3,13,CC(C)(C)OC(=O)CNC(=O)c1nc[nH]c1C(=O)N1CCN(C(=O)OC(C)(C)C)CC1
